# TSG101-PTAP inh – qHTS Validation Assay for Inhibitors of HIV-1 Budding by Blocking the Interaction of PTAP/TSG101: Sytravon Library Screen; Tumor susceptibility gene 101 protein (Homo sapiens), Q99816; Fluorescence polarization, FITC-PTAP peptide/Tsg101, 20 min; Potency, µM (top dose mostly 115 µM), inactives show at the highest dose activity change, negative = inhibition, most hits filed as inhibitors; 44,000 tested, under 10 active; also: potency is read from the fitted curve at half-maximal effect; 0% is about no effect
# Target sequence (Q99816 whole entry, looked up): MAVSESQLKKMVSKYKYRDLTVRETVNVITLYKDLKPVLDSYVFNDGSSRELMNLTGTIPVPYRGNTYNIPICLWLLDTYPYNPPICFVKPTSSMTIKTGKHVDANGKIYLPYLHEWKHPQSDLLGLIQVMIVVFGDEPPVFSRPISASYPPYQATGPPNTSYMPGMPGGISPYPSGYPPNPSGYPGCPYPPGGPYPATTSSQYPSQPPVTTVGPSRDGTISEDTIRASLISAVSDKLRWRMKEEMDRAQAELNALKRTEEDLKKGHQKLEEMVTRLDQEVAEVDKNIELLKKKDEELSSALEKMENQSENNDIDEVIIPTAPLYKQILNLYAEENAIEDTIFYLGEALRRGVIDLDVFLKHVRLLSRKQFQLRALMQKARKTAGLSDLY
#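 Fluorescence polarization: Tsg101 binding domain (10 uM final) in 10 mM HEPES pH 7.5, 0.15 M NaCl, 0.01% Tween 20, 3 mM EDTA, 0.1 mM TCEP; compounds pinned; FITC-PTAP peptide 50 nM final; 20 min, r.t.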
# B2AR arrestin ag – qHTS assay of beta-arrestin-biased ligands of beta2-adrenergic receptor: NCGC Sytravon Library Screen. HTLA Tango cells, beta-arrestin recruitment, luciferase luminescence, 18 h. Beta-2 adrenergic receptor (Homo sapiens), P07550. 44,000 tested, under 10 active. Potency, µM (doses to about 46.1 µM), for inactives: at the top dose activation, actives largely listed as activators;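 also: potency is read from the fitted curve at half-maximal effect; 0% = DMSO and full agonism = EC100 isoproterenol or metaproterenol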
#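 Tango cells expressing recombinant beta2-AR and beta-arrestin were treated with compounds (up to 46 microM titration) in DMEM with 1% FBS for 18 hr at 37 degrees C. Beta-arrestin recruitment drove tTA-dependent luciferase, read by luminescence; curves were fitted and classed.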
# FH mod – Identification of activators of human fumarate hydratase by quantitative high-throughput screening; AID 1347055, 2019; hit rate 0.22% among 54,000; Potency, µM (highest dose often 79.9 µM), for the others: top-dose activity change, negative = inhibition, actives largely listed as inhibitors; FH coupled MDH/diaphorase resazurin fluorescence, 15 min; also: potency is read from the fitted curve at half-maximal effect; % is scaled to controls: 0 for no effect and ±100 for the full control effect; the screen sought activators but most active calls are inhibition curves; nearly all actives have a fitted effect of over 45% in size
# NTMT1 inh – Primary qHTS for Inhibitors of N-terminal methyltransferase 1 (NTMT1): MTaseGlo Assay | N-terminal Xaa-Pro-Lys N-methyltransferase 1 (Homo sapiens), Q9BV86 | NTMT1 MTase-Glo SAH luminescence, purified enzyme | Potency, µM (doses to about 114 µM), without a hit: at the highest dose activity change, negative = inhibition, actives largely listed as inhibitors | hit rate 2.5% among 59,000;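 also: potency is read from the fitted curve at half-maximal effect; plate controls were DMSO vehicle for no effect and no enzyme for full effect; nearly all actives have a fitted effect of over 65% in size; many of its hits are not listed in these tables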
# Target sequence (Q9BV86 whole entry, looked up): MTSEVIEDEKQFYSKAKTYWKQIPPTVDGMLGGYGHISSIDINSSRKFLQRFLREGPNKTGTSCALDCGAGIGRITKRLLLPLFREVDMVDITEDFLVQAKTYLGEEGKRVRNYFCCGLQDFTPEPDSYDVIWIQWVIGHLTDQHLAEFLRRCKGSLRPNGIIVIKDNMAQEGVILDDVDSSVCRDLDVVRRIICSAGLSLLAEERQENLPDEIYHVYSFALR
# GALK inh – qHTS Assay for Inhibitors of Human Galactokinase (GALK): NCGC Sytravon Library Screen | P51570 | recombinant GALK, Kinase-Glo ATP luminescence, 1 h | Potency, µM (doses to about 57.5 µM), for inactives: at the top dose activity, negative = inhibition, hits mostly inhibitors | 44,000 tested, under 10 active | AID 1347072, 2019;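 also: plate controls were full GALK reaction for no effect and reaction lacking GALK for full effect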
# Target sequence (P51570 whole entry, looked up): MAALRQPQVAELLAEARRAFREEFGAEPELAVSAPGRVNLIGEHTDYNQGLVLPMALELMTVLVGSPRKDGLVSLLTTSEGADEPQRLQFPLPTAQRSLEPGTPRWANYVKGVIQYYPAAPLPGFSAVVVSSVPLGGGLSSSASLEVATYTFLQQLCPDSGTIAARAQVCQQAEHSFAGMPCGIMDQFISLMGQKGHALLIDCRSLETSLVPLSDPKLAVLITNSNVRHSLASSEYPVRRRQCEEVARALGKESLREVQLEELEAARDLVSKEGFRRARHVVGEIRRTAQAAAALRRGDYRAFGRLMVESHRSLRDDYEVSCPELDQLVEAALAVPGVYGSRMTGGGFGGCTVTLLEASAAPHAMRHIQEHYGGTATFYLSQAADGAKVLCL
#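 5 nM GALK; 35 uM ATP; 100 uM D-galactose; 20 mM HEPES pH 8.0, 5 mM MgCl2, 60 mM NaCl, 1 mM DTT, 0.01% BSA; 1 h RT; Kinase-Glo Plus luminescence.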
# p53null 32C tox – qHTS Screen for Compounds that Selectively Target Cancer Cells with p53 Mutations: Cytotoxicity of p53 Null Cells at the Permissive Temperature; H1299-neo p53 null cells, ATP luminescence, 24 h, 32C; Potency, µM (top dose mostly 46.1 µM), without a hit: at the highest dose activity change, negative = cytotoxicity, usual class: cytotoxic; hit rate 0.62% among 55,000; AID 903, 2007;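 also: potency is read from the fitted curve at half-maximal effect; 0% = DMSO only and -100% = full killing by 100 µM tamoxifen; nearly all actives have a fitted effect of over 55% in size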
#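 Cytotoxicity: H1299-neo (no p53), 32C, 24 h treatment. Concentrations up to 46 uM. Readout cellular ATP, luminescence. Normalization to DMSO basal and tamoxifen 100 uM maximal kill.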
# p53null 39C tox – qHTS Screen for Compounds that Selectively Target Cancer Cells with p53 Mutations: Cytotoxicity of p53 Null Cells at the Nonpermissive Temperature; Potency, µM (highest dose often 46.1 µM), for the others: top-dose activity, negative = cell killing, usual class: cytotoxic; H1299 p53-null (neo) cells, 39C, ATPlite viability, 24 h; hit rate 0.97% among 55,000;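 also: potency is read from the fitted curve at half-maximal effect; 0% = DMSO only and -100% = full killing by 100 µM tamoxifen; nearly all actives have a fitted effect of over 50% in size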
#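 Concentration-response (up to 46 uM) was run for 24 h at the nonpermissive 39C on H1299-p53A138V or H1299-neo cells. ATP content was measured with ATPlite luminescence. AC50 values were Hill-modeled after normalizing between DMSO and 100 uM tamoxifen killing.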
# * = called active by the depositor; ? = inconclusive; / = no result given; [ ] = another dose, or the depositor's remark. Calls follow the shape of the dose curve; as a rule, active = well fitted curve in the direction sought with a large enough effect; inconclusive = small, poorly fitted or top-dose-only effect, or another doubt; inactive = no such curve, though single readings can be large; an effect the other way counts as inactive or inconclusive. Not all compounds are listed; count on the stated rates, not on these rows.
SMILES,TSG101-PTAP inh,B2AR arrestin ag,FH mod,NTMT1 inh,GALK inh,p53null 32C tox,p53null 39C tox
CCc1ccc(NC(=O)C2CCC(CNS(=O)(=O)c3ccc4c(c3)C(C)(C)C(=O)N4C)CC2)cc1 (configuration not stated),-7%,0%,-1%,?,-10%,-2%,-18%
CCc1nn2c(=O)cc(COC(=O)c3cccc(NC(=O)c4ccccc4C)c3)nc2s1,-4%,1%,-5%,0%,-5%,4%,0%
O=C(Nc1ccccc1F)c1ccc2c(Cl)c3c(nc2c1)CCC3,-1%,0%,?,25µM*,3%,1.3µM*,1.6µM*
O=C(NCc1cccc(F)c1)C1CCCN(C(=O)N2CCOc3ccccc32)C1 (configuration not stated),0%,0%,5%,11%,2%,1%,0%
CCN1CCN(C(c2ccc(SC)cc2)c2c(O)cc(C)n(Cc3ccco3)c2=O)CC1 (configuration not stated),1%,1%,-12%,-12%,1%,-5%,11%
Cc1nc2sc(C)c(C)n2c(=O)c1S(=O)(=O)NCCc1ccc(Cl)cc1,1%,0%,-1%,3%,1%,-5%,-3%
CCc1ccc(NC(=O)c2ccc3c(c2)c(C)c(C)n3Cc2ccccc2)cc1,4%,-1%,-4%,10%,0%,15%,4%
CCc1ccc(C(=O)c2cn(CC(=O)NCCc3ccccc3)c3nc(C)ccc3c2=O)cc1,1%,-1%,7%,-2%,3%,-2%,-7%
CCOc1ccc(CCNC(=O)c2csc3c2CCCCC3)cc1,-5%,0%,4%,6%,-3%,-6%,-17%
CCOc1ccc(-c2nnc(SCC(=O)NCc3ccccc3)nc2-c2ccc(OCC)c(OC)c2)cc1OC,3%,0%,-10%,7%,-4%,17%,8%
O=C1Nc2ccccc2Oc2cc(Oc3cccc(Cl)c3)ccc21,3%,1%,1%,11%,2%,-21%,?
CCCOCc1cc(CN2CCN(c3ccccc3OC)CC2)c(O)c2ncccc12,3%,-1%,?,-3%,-9%,16µM*,3.2µM*
CCOc1ccc(NC(=O)N(Cc2ccc(CC)cc2)Cc2cn[nH]c2-c2ccc(OC)cc2)cc1,0%,-3%,?,24%,-9%,1%,-6%
O=C(COCc1cc(-c2ccc3c(c2)OCO3)on1)N1CCN(c2cccc(Cl)c2)CC1,1%,1%,0%,-2%,1%,1%,1%
COc1ccc(NCc2cc3cc4c(cc3n(CC(=O)Nc3ccc(C)c(C)c3)c2=O)OCO4)cc1,-5%,0%,-21%,10%,1%,8%,10%
CCN(CC)CCCNC(=O)c1c2c(nc3ccccc13)C(=O)N(C1CCCCC1)C2,2%,0%,2%,-8%,0%,-1%,-4%
CCOC(=O)c1cc(C)n(CC2CCC(C(=O)Nc3ccc(Cl)cc3)CC2)c1C (configuration not stated),6%,2%,-10%,4%,-3%,-2%,?
Cc1nnc(NC(=O)CSc2nccn2Cc2ccc(F)cc2)s1,-8%,-1%,-1%,7%,-1%,-5%,-8%
Cc1ccc(C(=O)N2CCCCC2CCN2CCCCC2)cc1 (configuration not stated),2%,-1%,1%,8%,-12%,2%,22%
COC(=O)c1ccc(NC(=O)c2c(NCc3cccc(F)c3)sc3c2CCCC3)cc1,-4%,-2%,-9%,?,2%,-27%,39%[activator]
Cc1ccc(C(=O)Nc2nnc(S(=O)(=O)N3CCCCCC3)s2)cc1,3%,0%,7%,7%,0%,-25%,?
COc1ccc(-c2nc3c(c(SCC(=O)Nc4ccc(C(=O)O)cc4)n2)Cc2ccccc2O3)cc1,-1%,0%,0%,11µM*,0%,?,-15%
Cc1ccc(CN2C(=O)c3ccccc3S(=O)(=O)c3ccc(C(=O)OCC4CCCO4)cc32)cc1 (configuration not stated),1%,0%,-12%,7%,2%,0%,9%
COCCCNC(=O)C1CCN(c2nc3ccc(Cl)cc3[nH]2)CC1,-1%,-1%,-15%,10%,-1%,8%,16%
CC(=O)Nc1nonc1-c1nnc(SCc2ccccc2C)n1C,-5%,-1%,1%,3%,0%,-6%,-5%
Cc1c(C(=O)N(Cc2cccc(F)c2)C2CCS(=O)(=O)C2)oc2cc(Br)ccc12 (configuration not stated),0%,1%,-21%,-1%,-9%,17%,16%
CCc1ccc(NC(=O)CSc2nccn2-c2ccc(F)cc2)cc1,-3%,1%,-5%,?,3%,?,75%[activator]
COc1ccccc1N1CCN(CCCNC(=O)c2cnn(-c3cccc(Cl)c3)c2C2CCN(C(=O)OC(C)(C)C)CC2)CC1,-3%,0%,-10%,-3%,-1%,12%,?
O=C(CCCn1c(=O)c2ccccc2n(Cc2ccc(F)cc2Cl)c1=O)NCCc1ccc(Cl)cc1,1%,0%,-1%,9%,4%,0%,-20%
Cc1ccccc1NC(=O)c1cccc2c(=O)c3c([nH]c12)CCCC3,-4%,-1%,-14%,-6%,-12%,-19%,-1%
CCOC(=O)CC(NC(=O)Cn1nnc(-c2ccccc2F)n1)c1ccccc1Cl (configuration not stated),-13%,-1%,-7%,7%,-1%,-7%,-16%
CC(=O)c1ccc(S(=O)(=O)N2CCn3cccc3C2c2ccccc2F)cc1 (configuration not stated),-3%,-3%,-11%,7%,0%,4%,13%
O=C(NCc1ccc(F)cc1)C1CCCN(c2ncnc3onc(-c4ccc(F)cc4)c23)C1 (configuration not stated),-7%,1%,-5%,?,1%,1%,5%
Cc1cc(Nc2cc(Cl)ccc2C)n2nc(-c3ccccc3)nc2n1,-3%,0%,-19%,-3%,4%,-4%,-25%
Cc1cccc(NC(=O)Cn2c(=O)n(CC3CCC(C(=O)NCCc4ccccc4)CC3)c(=O)c3ccccc32)c1 (configuration not stated),1%,-2%,5%,-4%,2%,0%,-8%
COc1cc(CNC(=O)c2cc(-c3ccccc3)n[nH]2)cc(OC)c1OC,-1%,-1%,-9%,-18%,3%,-3%,-18%
COc1ccc(-c2cc3nc(C)c(CCC(=O)N4CCN(c5cccc(Cl)c5)CC4)c(C)n3n2)c(OC)c1,-4%,1%,?,?,-1%,-3%,-2%
Cc1cccn2c(=O)c(/C=C(\C#N)c3nc4ccccc4n3C)c(Oc3ccc(Cl)cc3)nc12,-30%,0%,-35%,-1%,3%,-1%,9%
CCOC(=O)c1sc(NC(=O)c2nc3nc(C)cc(C(F)F)n3n2)c(C(=O)OC)c1C,3%,1%,5%,1%,5%,-1%,6%
COc1cc2c(=O)c(C(=O)c3ccc(F)cc3)cn(Cc3cccc(F)c3)c2cc1OC,-2%,0%,-1%,0%,8%,-4%,-4%
Cc1ccc2oc(C(=O)Nc3c(C(=O)c4ccc(C)c(F)c4)oc4ccccc34)cc(=O)c2c1,-7%,0%,-1%,20%,2%,-5%,24%
O=C(NCc1ccc2c(c1)OCO2)c1ccc2c(c1)N(Cc1ccc(F)cc1)C(=O)c1ccccc1S2=O (configuration not stated),2%,0%,-10%,6%,5%,-5%,-4%
CCc1ccc(NC(=O)CN2C(=O)C(c3ccccc3)=NC23CCCCCC3)cc1,-2%,-3%,-22%,5%,-1%,23%,4%
CCOCCCNC(=O)c1c(NC(=O)c2nc(SC)ncc2Cl)sc2c1CCCC2,5%,1%,-16%,-15%,3%,-2%,2%
CCOc1ccc(CNC(=O)Cn2c(=O)c3cccn3c3cccnc32)cc1,-6%,1%,1%,7%,3%,-5%,?
Cc1cc2nc(-c3ccc(NC(=O)c4ccc(OCC(C)C)cc4)cc3)oc2cc1C,-5%,-2%,-1%,0%,1%,-3%,17%
CC(C)(C)OC(=O)N1CCC(c2c(C(=O)NCCc3ccsc3)cnn2-c2ccccc2Cl)CC1,-7%,0%,-11%,5%,0%,26%,34%[activator]
CCc1ccc(S(=O)(=O)Nc2ccc(-c3ccc(N4CCCC4)nn3)cc2)cc1,-1%,2%,/,/,-1%,-2%,-3%
Cc1cccc(OCCn2nnc3sc4c(c3c2=O)CCCC4)c1,0%,-1%,-18%,4%,0%,-16%,-22%
Cc1ccc(S(=O)(=O)N2CCN(Cc3noc(CCC(=O)N4CCCCC4)n3)CC2)c(C)c1,-9%,1%,6%,-7%,2%,-4%,-9%
# (next part)
SMILES,TSG101-PTAP inh,B2AR arrestin ag,FH mod,NTMT1 inh,GALK inh,p53null 32C tox,p53null 39C tox
Cc1ccc(N2CCN(S(=O)(=O)c3ccc(Cl)c4ccccc34)CC2)c(C)c1,0%,-1%,-15%,17%,-2%,17%,7%
O=C1c2[nH]nc(-c3ccccc3O)c2C(c2ccc(Cl)cc2)N1Cc1ccco1 (configuration not stated),-7%,0%,-26%,7%,-2%,8%,-23%
Cc1[nH]c2ccccc2c1SCCNC(=O)c1ccccc1F,1%,1%,-15%,-1%,0%,-1%,-7%
COC(=O)c1cc(Cl)ccc1NC(=O)Cn1c(C)cc(C)c(C#N)c1=O,0%,0%,-12%,0%,6%,1%,-21%
CCS(=O)(=O)c1ncc(N(Cc2ccccc2)Cc2ccco2)c(C(=O)Nc2cccc(Cl)c2C)n1,1%,-3%,-18%,1%,0%,10%,16%
O=C(c1ccc(Cl)cc1)n1nc(-c2cccnc2)nc1NCc1ccc(F)cc1,2%,-1%,-23%,-2%,-2%,3%,1%
CCOc1ccc(Nc2nc3ccccc3c3nnc(CC)n23)cc1,0%,0%,/,/,-1%,-2%,?
O=C(CSc1nc(=O)n(Cc2ccncc2)c2c1CCC2)Nc1ccccc1,-7%,-1%,7%,6%,-1%,-2%,-14%
O=C(CCSCc1ccccc1Cl)N1CCN(c2ccc(F)cc2)CC1,-1%,0%,-17%,-21%,-1%,-2%,4%

# Compound profiles, from the list above. Screens in order: TSG101-PTAP inh, B2AR arrestin ag, FH mod, NTMT1 inh, GALK inh, p53null 32C tox, p53null 39C tox
# CCS(=O)(=O)c1ncc(N(Cc2ccccc2)Cc2ccco2)c(C(=O)Nc2cccc(Cl)c2C)n1 is listed with 1%, -3%, -18%, 1%, 0%, 10%, 16%
# Cc1ccc(N2CCN(S(=O)(=O)c3ccc(Cl)c4ccccc34)CC2)c(C)c1 is listed with 0%, -1%, -15%, 17%, -2%, 17%, 7%
# O=C(CSc1nc(=O)n(Cc2ccncc2)c2c1CCC2)Nc1ccccc1 is listed with -7%, -1%, 7%, 6%, -1%, -2%, -14%

# Screening data deposited in PubChem by National Center for Advancing Translational Sciences (NCATS).
